ATG4B inh – ATG4B protease inhibitors, primary screen, biochemical, fluorescence, uHTS; inhibition, % at 8.33 µM; actives 0.51% (n = 340,000); Cysteine protease ATG4B (Homo sapiens), Q9Y4P1; ATG4B cleavage of LC3-PLA2, NBD-HPC fluorescence, 1 h; in the data active = inhibition above about 40%
Target sequence (Q9Y4P1 whole entry, looked up): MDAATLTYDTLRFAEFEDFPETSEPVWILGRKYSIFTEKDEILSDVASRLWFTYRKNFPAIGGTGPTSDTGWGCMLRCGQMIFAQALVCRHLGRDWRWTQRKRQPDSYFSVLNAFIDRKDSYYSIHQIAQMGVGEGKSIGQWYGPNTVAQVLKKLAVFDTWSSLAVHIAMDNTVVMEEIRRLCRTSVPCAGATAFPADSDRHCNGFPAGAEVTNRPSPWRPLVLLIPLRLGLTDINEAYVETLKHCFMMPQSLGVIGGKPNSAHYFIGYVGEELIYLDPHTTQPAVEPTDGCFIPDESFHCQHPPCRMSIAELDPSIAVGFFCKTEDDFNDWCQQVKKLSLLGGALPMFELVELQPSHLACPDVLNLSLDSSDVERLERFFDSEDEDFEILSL
MPTP block – mitochondrial permeability transition pore inhibitors, primary screen, biochemical, isolated mouse mitochondria, absorbance | actives 1.4% (n = 360,000) | inhibition, % at 10 µM | Ca2+ swelling absorbance, 30 min;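 active = inhibition of 50% or more, scaled per plate between neutral and stimulator controls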;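 also: 0% = DMSO wells given calcium and 100% = 1 mM EGTA wells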
hIAP activ – human IAP activators, primary screen, biochemical, luminescence, uHTS; Intestinal-type alkaline phosphatase (Homo sapiens), P09923; purified human IAP, CDP-Star luminescence, 30 min; stronger effect = higher value; 1 = vehicle-only enzyme, 0 = enzyme-free background; activation factor at 10 µM; actives 0.16% (n = 330,000); AID 2524, 2010;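 active = activation factor of the enzyme at least 2-fold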; also: the source names both 10 and 20 µM as test concentration; values of inactives mirror those of a sister screen read the other way
SENP6 inh – SENP6 protease inhibitors, primary screen, biochemical, luminescence, uHTS | Recombinant SENP6 catalytic domain, aminoluciferin luminescence | Sentrin-specific protease 6 (Homo sapiens), Q9GZR1 | inhibition, % at 10 µM | AID 2599, 2010 | actives 1.8% (n = 330,000);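 active = inhibition above about 50% at the single tested dose, limit read from the data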;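 also: plate controls were DMSO wells with enzyme for no effect and DMSO wells lacking enzyme for full effect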
Target sequence (Q9GZR1 628-1112 limits assumed): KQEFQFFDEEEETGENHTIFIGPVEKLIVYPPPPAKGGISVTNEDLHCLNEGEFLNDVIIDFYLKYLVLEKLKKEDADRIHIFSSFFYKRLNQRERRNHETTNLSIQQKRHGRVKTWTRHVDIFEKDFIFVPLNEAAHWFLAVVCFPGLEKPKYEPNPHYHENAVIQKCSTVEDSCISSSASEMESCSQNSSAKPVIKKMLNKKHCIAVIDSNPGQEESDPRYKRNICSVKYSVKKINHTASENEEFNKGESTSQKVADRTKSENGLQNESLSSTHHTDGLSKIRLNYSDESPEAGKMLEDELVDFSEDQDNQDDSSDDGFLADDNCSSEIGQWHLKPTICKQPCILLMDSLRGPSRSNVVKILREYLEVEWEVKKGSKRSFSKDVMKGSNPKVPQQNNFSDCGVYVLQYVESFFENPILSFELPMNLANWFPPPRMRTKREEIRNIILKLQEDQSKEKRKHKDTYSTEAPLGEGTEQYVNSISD
SENP8 inh – human SENP8 protease inhibitors, primary screen, biochemical, fluorescence, Nedd8 protein substrate, uHTS; Sentrin-specific protease 8 (Homo sapiens), Q96LD8; recombinant SENP8; inhibition, % at 20 µM; actives 0.64% (n = 360,000); AID 602440, 2012; in the data active = inhibition mostly above about 40%, no sharp cut-off; inactive = mostly below about 27%
Target sequence (Q96LD8 whole entry, looked up): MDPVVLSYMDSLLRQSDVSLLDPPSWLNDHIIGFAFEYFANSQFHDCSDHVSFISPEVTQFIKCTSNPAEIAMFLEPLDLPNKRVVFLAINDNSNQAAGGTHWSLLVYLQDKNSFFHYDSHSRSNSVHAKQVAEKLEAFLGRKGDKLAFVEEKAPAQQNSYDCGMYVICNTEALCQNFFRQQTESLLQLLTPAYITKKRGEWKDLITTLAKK
NR3A LBD binder – binders of NR3A ligand-binding domain, primary screen, biophysical, differential scanning fluorimetry, uHTS; Glutamate receptor ionotropic, NMDA 3A (GRIN3A) ligand-binding domain; NR3A LBD differential scanning fluorimetry, Tm shift; 0% = protein alone, 100% = glycine-bound protein; Tm shift relative to glycine control, % at 25 µM; actives 2.5% (n = 340,000); AID 1259313, 2017;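 active = melting temperature shift of at least 10% of the positive control shift, at one fixed dose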
PfGluPho inh – PfG6PD enzyme inhibitors, primary screen, biochemical, fluorescence intensity, uHTS. glucose-6-phosphate dehydrogenase-6-phosphogluconolactonase (Plasmodium falciparum 3D7). PfGluPho enzyme, NADPH resazurin-diaphorase fluorescence. inhibition, % at 20 µM. actives 0.78% (n = 350,000);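 active = inhibition reaching at least a set limit at 20 µM in the primary screen, cut at about 59% in these data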;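 also: 0% = DMSO wells with substrate and 100% = DMSO wells lacking glucose-6-phosphate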
SENP1 inh – human SENP1 catalytic domain inhibitors, primary screen, biochemical, FRET, uHTS; Sentrin-specific protease 1 (Homo sapiens), Q9P0U3; recombinant SENP1 catalytic domain, CyPet-SUMO1-YPet FRET cleavage; inhibition, % at 10 µM; actives 0.21% (n = 360,000); AID 624204, 2012;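 active = inhibition at least 30% at 10 µM, raw YFP signal under a set limit, fluorescence ratio 0.5 to 1.5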;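 also: 0% = enzyme with DMSO and 100% = no enzyme wells; some results filed as inactive read as strong as hits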
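material = recombinant human SENP1 catalytic domain, His6-tagged | quantity = 20 pM enzyme | reagent = 25 nM SUMO1 FRET substrate | compound dosing = 10 µM single point, 0.5% DMSO | timing = 50 min enzyme reaction, room temperature, light-protected | detection = FRET, CFP and YFP emission | control set = no-enzyme low, enzyme-DMSO high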
Active calls of the source: *; / = not tested or not shown.

(1) COCCNC(=O)CN1CCC(NC(=O)Nc2ccccc2)CC1
(2) CCN(Cc1ccccc1)C(=O)CC(=O)N(CC)Cc1ccccc1
(3) COc1ccc(OCC(=O)N/N=C/c2cccn2-c2cccc(C(=O)O)c2)cc1
(4) CC1=C(C(=O)N2CCOCC2)CC(CC(=O)NC2CC2)C(=O)N1Cc1ccccc1 (configuration not stated)
(5) COc1cc(C)nc(Oc2ccc(OCc3ccccc3)nn2)n1
Screen / compound no.	1	2	3	4	5
ATG4B inh	2	3	5	/	-12
MPTP block	0.2	1.4	-1.3	-0.1	-0.5
hIAP activ	0.94	0.96	0.94	/	1
SENP6 inh	-12	12	-3	/	-11
SENP8 inh	3	11	2	1	2
NR3A LBD binder	2	1	-1	/	0
PfGluPho inh	-10	-5	-14	-12	7
SENP1 inh	0	-1	3	1	-7

(6) CCc1ccc(N2CC(C(=O)N3CCN(c4ccc([N+](=O)[O-])cc4)CC3)CC2=O)cc1 (configuration not stated)
(7) COc1ccc(S(=O)(=O)O)cc1P(=O)(c1ccccc1)c1ccccc1
(8) CCOC(=O)C1=C(C)NC(=O)NC1c1ccc(OCC(=O)Nc2ccccc2)c(OC)c1 (configuration not stated)
(9) Cc1nc(CNC(=O)c2ccccc2OC2CCN(S(C)(=O)=O)CC2)cs1
(10) CCN(c1ccccc1)P(=O)(Nc1ccccc1)Nc1ccccc1
Screen / compound no.	6	7	8	9	10
ATG4B inh	/	4	-8	-6	-5
MPTP block	-1.0	2.7	-1.6	-1.6	3.9
hIAP activ	/	1	1.1	0.94	1
SENP6 inh	/	15	-7	-10	-20
SENP8 inh	24	12	-11	11	14
NR3A LBD binder	/	1	0	2	-2
PfGluPho inh	-6	-4	-3	-9	-10
SENP1 inh	2	2	2	1	1

(11) N#Cc1ccsc1NC(=O)COC(=O)c1cc(Br)ccc1O
(12) CC(NC(=O)CC1Nc2ccccc2NC1=O)c1ccccc1 (configuration not stated)
(13) CCCC(=O)Nc1ccc(NC(=O)c2cccc(OC)c2)nc1
(14) COc1ccccc1CNS(=O)(=O)c1ccc2c(c1)N(C(C)=O)CC(C)S2 (configuration not stated)
(15) Cc1occc1-c1nnc(SCc2cc(=O)n3cc(Br)ccc3n2)n1C
Screen / compound no.	11	12	13	14	15
ATG4B inh	4	-8	-2	-6	6
MPTP block	15	-0.2	-2.7	0.6	/
hIAP activ	1	0.97	0.88	1	1
SENP6 inh	95*	-4	52*	-11	8
SENP8 inh	-70	-401	17	12	/
NR3A LBD binder	0	-1	-38	1	1
PfGluPho inh	-4	-16	2	4	-12
SENP1 inh	-48	-24	1	-1	/

Reformatted: entries from further up.
nr	structure	ATG4B inh	MPTP block	hIAP activ	SENP6 inh	SENP8 inh	NR3A LBD binder	PfGluPho inh	SENP1 inh
1	COCCNC(=O)CN1CCC(NC(=O)Nc2ccccc2)CC1	2	0.2	0.94	-12	3	2	-10	0
2	CCN(Cc1ccccc1)C(=O)CC(=O)N(CC)Cc1ccccc1	3	1.4	0.96	12	11	1	-5	-1
3	COc1ccc(OCC(=O)N/N=C/c2cccn2-c2cccc(C(=O)O)c2)cc1	5	-1.3	0.94	-3	2	-1	-14	3
4	CC1=C(C(=O)N2CCOCC2)CC(CC(=O)NC2CC2)C(=O)N1Cc1ccccc1 (configuration not stated)	/	-0.1	/	/	1	/	-12	1
5	COc1cc(C)nc(Oc2ccc(OCc3ccccc3)nn2)n1	-12	-0.5	1	-11	2	0	7	-7
6	CCc1ccc(N2CC(C(=O)N3CCN(c4ccc([N+](=O)[O-])cc4)CC3)CC2=O)cc1 (configuration not stated)	/	-1.0	/	/	24	/	-6	2
7	COc1ccc(S(=O)(=O)O)cc1P(=O)(c1ccccc1)c1ccccc1	4	2.7	1	15	12	1	-4	2
8	CCOC(=O)C1=C(C)NC(=O)NC1c1ccc(OCC(=O)Nc2ccccc2)c(OC)c1 (configuration not stated)	-8	-1.6	1.1	-7	-11	0	-3	2
9	Cc1nc(CNC(=O)c2ccccc2OC2CCN(S(C)(=O)=O)CC2)cs1	-6	-1.6	0.94	-10	11	2	-9	1
10	CCN(c1ccccc1)P(=O)(Nc1ccccc1)Nc1ccccc1	-5	3.9	1	-20	14	-2	-10	1
11	N#Cc1ccsc1NC(=O)COC(=O)c1cc(Br)ccc1O	4	15	1	95*	-70	0	-4	-48
12	CC(NC(=O)CC1Nc2ccccc2NC1=O)c1ccccc1 (configuration not stated)	-8	-0.2	0.97	-4	-401	-1	-16	-24
13	CCCC(=O)Nc1ccc(NC(=O)c2cccc(OC)c2)nc1	-2	-2.7	0.88	52*	17	-38	2	1

Carrying on.
(16) CCCc1nnc(SCC(=O)Nc2ccc(OC)cc2)n1N
(17) O=C(NCC1CCCO1)c1cc2c(s1)CS(=O)(=O)C2 (configuration not stated)
(18) COc1ccc(OC)c2c(C)cc(C)nc12
(19) CCCCCCN1Cc2ccccc2C1
(20) CC(C)N=C1NN=C(c2ccc(F)cc2)CS1
Screen / compound no.	16	17	18	19	20
ATG4B inh	-2	-19	-1	2	1
MPTP block	-0.5	0.9	-0.1	-0.9	0.1
hIAP activ	0.93	0.88	1	0.83	0.95
SENP6 inh	9	-6	-27	7	65*
SENP8 inh	14	-3	-242	-13	4
NR3A LBD binder	-6	1	-1	-1	1
PfGluPho inh	2	-2	0	12	-7
SENP1 inh	1	1	3	1	1

(21) COc1cccc(C(=O)OC(C)CN2CCCC2)c1 (configuration not stated)
(22) COCCCNC(=O)c1ccc2c(=O)n(C3CCCC3)c(=S)[nH]c2c1
(23) COc1ccc2nc(NC(=O)CCc3cc(OC)c(OC)c(OC)c3)sc2c1
(24) CCN1CCN(Cc2ccc(NC(=O)c3ccc(C)c(NC(=O)c4cc(-c5ccc(Br)cc5)n[nH]4)c3)cc2C(F)(F)F)CC1
(25) COCC(=O)Nc1ccc2c(c1)OCO2
Screen / compound no.	21	22	23	24	25
ATG4B inh	3	-11	-2	1	11
MPTP block	0.7	8.2	0.1	1.8	-1.4
hIAP activ	0.98	1.2	1.1	0.83	1
SENP6 inh	-17	-11	0	-11	-26
SENP8 inh	24	8	-17	10	26
NR3A LBD binder	-1	-3	-1	0	-4
PfGluPho inh	2	2	-1	3	0
SENP1 inh	0	2	-2	4	-1

(26) COc1ccc(Cl)cc1NC(=O)NCc1ccccn1
(27) CCCCN1CC(C)(C)[C@H](CC(=O)NC)C1=O
(28) COc1ccc(Cl)cc1NC(=O)C1CCCN(S(=O)(=O)c2cccc3nonc23)C1 (configuration not stated)
(29) CC1=C(C(=O)OCC(C)C)C(c2cccc(F)c2)N2C(=O)C(C)SC2=N1 (configuration not stated)
(30) CCc1ccccc1NC(=O)C1CCCN1S(=O)(=O)c1ccc(-c2ccc(=O)[nH]n2)s1 (configuration not stated)
Screen / compound no.	26	27	28	29	30
ATG4B inh	6	/	-7	-3	-4
MPTP block	0.1	0.1	-3.3	-4.1	0.4
hIAP activ	0.96	/	/	1	1.2
SENP6 inh	3	/	/	-5	-4
SENP8 inh	14	4	33	32	-11
NR3A LBD binder	1	/	-7	-2	-2
PfGluPho inh	-5	-10	7	-6	-14
SENP1 inh	2	1	4	0	-1

(31) O=C(NCCc1cccc(C(F)(F)F)c1)C1CCC(=O)N(C2CC2)C1 (configuration not stated)
(32) CCOc1cc2[nH]c(=S)n(CCC(=O)NC3CCCCC3)c(=O)c2cc1OCC
(33) CC(C)(C)OC(=O)NCc1nc(N)n[nH]1
(34) O=C(Nc1cccc(C(=O)N2CCCC2)c1)C1CCC1
(35) Cc1ccc(C)c(S(=O)(=O)N2CCN(C(=O)c3ccc4ccccc4n3)CC2)c1
Screen / compound no.	31	32	33	34	35
ATG4B inh	-5	/	2	-1	-4
MPTP block	-2.3	-0.1	1.2	0.5	-1.1
hIAP activ	0.75	/	0.85	/	0.86
SENP6 inh	0	/	-19	/	-12
SENP8 inh	-4	15	20	18	16
NR3A LBD binder	-1	/	2	-1	1
PfGluPho inh	-4	-3	-19	7	-1
SENP1 inh	-1	1	-1	2	1

2 entries picked at random from those above, as already listed:
(23) COc1ccc2nc(NC(=O)CCc3cc(OC)c(OC)c(OC)c3)sc2c1
(7) COc1ccc(S(=O)(=O)O)cc1P(=O)(c1ccccc1)c1ccccc1
Screen / compound no.	23	7
ATG4B inh	-2	4
MPTP block	0.1	2.7
hIAP activ	1.1	1
SENP6 inh	0	15
SENP8 inh	-17	12
NR3A LBD binder	-1	1
PfGluPho inh	-1	-4
SENP1 inh	-2	2

(listing goes on)
(36) CC1CC(C)CN(S(=O)(=O)c2ccc3c(c2)CCN3C(=O)C2CC2)C1 (configuration not stated)
(37) Cc1cc(S(=O)(=O)c2cc3ccc(O)c(C)c3oc2=O)ccc1F
(38) Cc1nn(CCC#N)c2nc(C(F)(F)F)[nH]c(=O)c12
(39) Cc1ccc(Cn2c(C(C)Nc3nc(-c4ccc(F)cc4)cs3)nc3cc(Cl)c(Cl)cc32)cc1 (configuration not stated)
(40) COC(=O)c1ccc(C2N=C(c3cccs3)CC(c3ccccc3O)N2)cc1 (configuration not stated)
Screen / compound no.	36	37	38	39	40
ATG4B inh	4	-2	-3	11	-13
MPTP block	-0.8	0.0	8.0	4.0	52*
hIAP activ	0.92	1.7	1.1	1.1	0.97
SENP6 inh	-2	-9	-14	-4	-17
SENP8 inh	3	-306	13	-4	-352
NR3A LBD binder	-2	-5	-1	1	-4
PfGluPho inh	-5	-37	11	7	4
SENP1 inh	-1	-25	0	-4	-36

(41) CCC(CC)CN1C(Nc2ccccc2)=NC[C@@H]1CC(C)C
(42) Cc1nnc(SCC(=O)Nc2cc(-c3cc(C)c(C)cc3C)nn2-c2ccccc2)s1
(43) COc1ccc(/C=C2/CCc3ccccc3C2=O)cc1CN1CCOCC1
(44) COc1ccc(/C=N/NC(=O)c2[nH]c3ccc(Cl)cc3c2-c2ccccc2)c(C(=O)O)c1OC
(45) CC(C)(C)c1cc(NC(=O)c2cccc(S(=O)(=O)N3CCOCC3)c2)no1
Screen / compound no.	41	42	43	44	45
ATG4B inh	3	-13	28	7	-13
MPTP block	0.1	5.6	-0.3	-0.9	-0.2
hIAP activ	0.98	0.66	1	1.1	1.1
SENP6 inh	1	14	4	7	-6
SENP8 inh	10	8	2	-254	16
NR3A LBD binder	0	-3	-2	-2	-2
PfGluPho inh	-2	19	5	-48	8
SENP1 inh	-3	1	-4	-1	-3

(46) O=C(O)/C=C\C(=O)Nc1ccccc1C#Cc1ccc(Br)cc1
(47) Cc1ccc(S(=O)(=O)N2CCN(CCOc3c(Cl)cccc3Cl)CC2)cc1C
(48) C#CCOCCOCCOCCNc1nc(N2CCN(C(=O)Cn3cc(CCCN=C(N)N)nn3)CC2)nc(N2CCN(C(=O)[C@H]([C@@H](C)CC)n3cc(CCC(=O)O)nn3)CC2)n1
(49) COC(=O)c1ccc(COC(=O)c2nn(C)c(=O)c3ccccc23)cc1
Screen / compound no.	46	47	48	49
ATG4B inh	11	6	-7	-2
MPTP block	-0.3	-2.1	-0.9	2.3
hIAP activ	1.2	0.88	1	0.96
SENP6 inh	-10	-21	-25	-12
SENP8 inh	-302	6	10	-8
NR3A LBD binder	-8	2	-3	2
PfGluPho inh	10	-4	-2	4
SENP1 inh	1	1	1	0

Assay outcomes deposited in PubChem BioAssay by Sanford-Burnham Center for Chemical Genomics.
